Screens deposited in PubChem by NCI.
yeast bub3 = NCI yeast anticancer drug screen, S. cerevisiae bub3 mutant strain | growth inhibition, % at 50 µM | 78,000 tested, 9.9% active;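 also: 0% = growth of vehicle-only cultures of the same strain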
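Mutant yeast screening strain plus compound; vehicle-treated cultures serve as the 0% inhibition reference.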
yeast mlh1 rad18 = NCI yeast anticancer drug screen, S. cerevisiae mlh1 rad18 strain; % growth inhibition at 50 µM; AID 175, 2004; 79,000 tested, 11% active;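 also: 0% = growth of vehicle-only cultures of the same strain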
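Growth inhibition of the yeast strain was measured after compound exposure and expressed relative to vehicle-treated controls. The strain carries defined defects in DNA damage repair.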
yeast rad50 = NCI yeast anticancer drug screen, S. cerevisiae rad50 strain. AID 155, 2004. 79,000 tested, 10% active. % growth inhibition at 50 µM;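 also: 0% = growth of vehicle-only cultures of the same strain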
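Compounds were tested on a yeast strain with an engineered DNA damage repair alteration; the reported value is growth inhibition normalised to vehicle treatment.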
sgs1 mgt1 = NCI yeast anticancer drug screen, S. cerevisiae sgs1 mgt1 strain. % growth inhibition at 50 µM. 78,000 tested, 10% active. AID 161, 2004;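 also: 0% = growth of vehicle-only cultures of the same strain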
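This yeast growth screen uses a strain with defined DNA-repair lesions; compound-treated growth is compared with vehicle-treated growth.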
yeast cln2 rad14 = NCI yeast anticancer drug screen, S. cerevisiae cln2 rad14 strain | % growth inhibition at 50 µM | 78,000 tested, 8.3% active | AID 165, 2004;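 also: 0% = growth of vehicle-only cultures of the same strain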
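Test compounds were added to cln2 rad14 yeast cultures; inhibition of growth was then determined by comparison with vehicle treatment.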
mec2-1 = NCI yeast anticancer drug screen, S. cerevisiae mec2-1 strain; 79,000 tested, 9% active; growth inhibition, % at 50 µM; AID 157, 2004;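 also: 0% = growth of vehicle-only cultures of the same strain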
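Cells of the genetically defined mec2-1 yeast strain are incubated with test compound. Inhibition of growth is calculated against vehicle-treated controls.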
* hit, by the source's call; / = not tested or not shown; & = joins results of further samples. Rule as the data show it: active = growth inhibition above about 70%; inactive = the rest. Not a hit list; overall some 14% were active at least once.

SMILES | yeast bub3 | yeast mlh1 rad18 | yeast rad50 | sgs1 mgt1 | yeast cln2 rad14 | mec2-1
CN1C(NN)=NS(=O)(=O)c2ccccc21 | 8 | 17 | -30 | -14 | -14 | -6
COC1=C(C)C(=O)C2=C(C1=O)C1C3CC4=C(C(=O)C(OC)=C(C)C4=O)C(CNC(=O)C(C)=O)N3C(C#N)C(C2)N1C (centres undefined) | 90* | 88* | 90* | 92* | 90* | 92*
CN(C)CCC[Si]1(C)c2ccccc2CCc2ccccc21 | 71* | 79* | 83* | 57 | 20 | 40
Cc1c(N=NN(C)C)cc[n+]([O-])c1C | -30 | -17 | -22 | -39 | -1 | -18
COCC(=O)OC1CCn2c1nc1c2C(=O)C(C)=C(NC(C)=O)C1=O (centres undefined) | -8 | -22 | 8 | -2 | 13 | 12
NC(=O)c1ccc[n+](CC(=O)O)c1 | -10 | 17 | -3 | -6 | -11 | 6
CC1(C)C(=O)/C(=C/c2ccccc2)C(C)(C)C1(C)C | 28 | 34 | 8 | 33 | 15 | -3
C/C=C/[N+]([O-])=NC(C)CCCCCC (centres undefined) | 11 | 0 | 8 | -2 | -12 | 0
COC(=O)N/N=C(\C)C(CN1CCCCC1)C(C1=C(O)c2ccccc2OC1)c1ccccc1 (centres undefined) | 5 | 29 | 6 | 5 | 17 | 16
COC(=O)CC(c1ccccc1)N1CCOCC1 (centres undefined) | 7 | 13 | -12 | -10 | -20 | 19
CCC(C)OC(=S)S.[Ag] (centres undefined) | -2 | 11 | 5 | 1 | -9 | -7
CN(C)CCCNc1ccc2ncn3c4ccccc4c(=O)c1c23 | 2 | 22 | -2 | -3 | 21 | 6
CCC/C=C(\C#N)C(=O)O | -18 | -14 | -19 | -13 | -12 | -17
O=C1c2ccccc2-c2nc(-c3ccccc3)cc3c2c1nc1ccccc13 | 75* | -7 | 79* | 67 | 65 | 52
CC1(C)CCC(C)(C)C(O)C1O (centres undefined) | 6 | -22 | 9 | -10 | -33 | 14
CCOC(=O)c1nc[nH]c1C(=O)OCC | -1 | 12 | 18 | -6 | 11 | -7
O=C(CC1=NC2NN(c3ccccc3)C(=O)C2=C1CC(=O)C(c1ccccc1)c1ccccc1)C(c1ccccc1)c1ccccc1 (centres undefined) | 11 | 49 | 52 | 28 | 32 | 18
Cc1c(Cl)cc2[nH]c(C(F)(F)F)nc2c1Cl | 41 | 70* | 63 | 71* | 65 | 75*
CSc1nc2c(c(=O)n1C)N=C(c1ccc(Cl)cc1)CC(c1ccccc1)N2 (centres undefined) | -12 | 16 | 16 | -6 | 11 | 3
O=C(O)C1C(C(=O)O)C1c1ncnc2nc[nH]c12 (centres undefined) | -18 | 7 | -1 | -5 | -27 | -14

Arranged by molecular weight (lowest first): four of the compounds above
SMILES | yeast bub3 | yeast mlh1 rad18 | yeast rad50 | sgs1 mgt1 | yeast cln2 rad14 | mec2-1
CC1(C)CCC(C)(C)C(O)C1O (centres undefined) | 6 | -22 | 9 | -10 | -33 | 14
CCC(C)OC(=S)S.[Ag] (centres undefined) | -2 | 11 | 5 | 1 | -9 | -7
CN(C)CCCNc1ccc2ncn3c4ccccc4c(=O)c1c23 | 2 | 22 | -2 | -3 | 21 | 6
O=C1c2ccccc2-c2nc(-c3ccccc3)cc3c2c1nc1ccccc13 | 75* | -7 | 79* | 67 | 65 | 52

Next part:
SMILES | yeast bub3 | yeast mlh1 rad18 | yeast rad50 | sgs1 mgt1 | yeast cln2 rad14 | mec2-1
CN(C)Cc1ccc2ccccc2c1 | 7 | -14 | 0 | 10 | -39 | 7
COC1CCC2(C)C3CCC4C(=CCC5C(C)(C)C(O)CCC45C)CC3(C)CCC2C1(C)C (centres undefined) | 1 | -13 | -8 | -31 | -25 | -12
O=C(Sc1c(-c2ccccc2)c(=O)n(-c2ccccc2)c(=S)n1-c1ccccc1)c1ccc(Cl)cc1 | 5 | 13 | 3 | 16 | -4 | 4
CCN(CC)CCNC(=O)c1ccc(NCN2C(=O)NC(c3ccccc3)(c3ccccc3)C2=O)cc1 | 16 | 51 | -24 | 8 | 26 | 3
C/C(N=NS(=O)(=O)c1c(C)cc(C)cc1C)=C1\C=CC=CN1O | 4 | -19 | -26 | -8 | -7 | -10
Oc1cc(O)c2c(c1)OC(c1ccc(O)c(O)c1)C(OC1(c3cc(O)c(O)c(O)c3)Oc3cc(O)cc(O)c3C(O)C1O)C2 (centres undefined) | -33 | 42 | -4 | -16 | -9 | -18
Cc1[nH]c(=S)[nH]c1C | 16 | 13 | 4 | 12 | 10 | 10
Cc1cc(C#N)c(C(C)(C)C)cc1C#N | -17 | 11 | -6 | -5 | -43 | -8
CCOC(=O)c1ccc(OCC)cc1O | -30 | -16 | 2 | 1 | -18 | -8
Cc1nc(C)c(C(=O)NNC(=O)C[n+]2ccccc2)cc1C(=O)NNC(=O)C[n+]1ccccc1 | -12 | -25 | -28 | -11 | 12 | -4
Oc1cccc2ccccc12 | 8 | 26 | 17 | 21 | -4 | -8
CCOC(=O)c1c(C)c(C)n2c1NC(=O)C2 | -31 | -14 | -4 | -38 | -37 | -5
N#CCCCN1CCOCC1 | 0 | 4 | 1 | -8 | 16 | -21
Fc1cccc(-c2ccc(F)cc2F)c1 | -11 | 11 | -16 | -9 | -25 | 7
C[N+](C)(CC(=O)Nc1cc(C(F)(F)F)cc(C(F)(F)F)c1)CC(=O)Nc1ccc(Cl)c(C(F)(F)F)c1 | 99* | 100* | 100* | 100* | 99* | 100*
CCOC(=O)C(Cc1ccc(O)cc1)NC(=O)c1cc2c(cn1)[nH]c1ccccc12 (centres undefined) | -1 | 5 | 11 | 7 | -20 | 16
CCC(=O)Nc1cccc([N+](=O)[O-])c1 | -10 | 14 | 41 | 21 | 10 | 4
CCCCCC(=O)C(CCCC)C(=O)OCC (centres undefined) | -12 | -34 | -6 | -25 | 3 | 0
CCC(=N\NC(=S)NCCN(C)C)/C(C)=N/NC(=S)NCCN(C)C | 16 | 55 | 57 | 52 | 5 | 13
CCCCC1CCC(=O)NC1=O (centres undefined) | 15 | 2 | 4 | 6 | 5 | 30
COc1cccc(C(=O)c2ccc(OC)cc2C(=O)O)c1 | 4 | 1 | 6 | -3 | -32 | -10
CCCNC1(C(N)=O)CCN(Cc2ccccc2)CC1 | -11&-5 | -46&-22 | -10&-18 | -5&-30 | -24&2 | -27&1
Oc1cccc(C=Nc2ccc(N3CCOCC3)cc2)c1 | -1 | 2 | -10 | 12 | -7 | -1
CC1=C(C)CC2C(=O)c3c(c(O)c4ccccc4c3Cl)C(=O)C2C1 (centres undefined) | 1 | 36 | 13 | 17 | -23 | 5
CCOC(=O)C1CN(C)C(=O)C1=O (centres undefined) | 0 | 26 | 17 | 17 | 2 | -2
COc1ccc(C(=O)COC(C)(C)C)cc1 | -17 | -22 | -9 | -20 | -3 | -28
c1ccc2c(-c3nnn4ccccc34)cccc2c1 | -14 | 2 | 17 | 6 | -30 | -4
CC[C@@]1(OC(=O)CCC(=O)O)C(=O)OCc2c1cc1n(c2=O)Cc2cc3ccccc3nc2-1 | 64 | / | 81* | 76* | 38 | 86*
CNCC1c2ccccc2CSc2c(OC)cccc21 (centres undefined) | -4 | -1 | -10 | -9 | 14 | -10
Fc1cccc(-c2nnc(-c3ccccc3)o2)c1 | 38 | -2 | 34 | 29 | 19 | 23
CCC(=O)NC1=C(Cl)C(=O)c2ccccc2C1=O | 99* | 99* | 99* | 98* | 86* | 98*
C(=N\NC1=NCCN1)/c1ccncc1 | 4 | -1 | -12 | -13 | -10 | -14
[O-][n+]1onc2c(-c3ccccc3)nnc(-c3ccccc3)c21 | 6 | 11 | -21 | 18 | -14 | 14
Cn1c(=O)c2c(nc([N+](=O)[O-])n2C)n(C)c1=O | 79* | 68 | 75* | 77* | 46 | 64
CC(C)CC(N)C(=O)NCC(=O)NC(Cc1ccccc1)C(=O)O (centres undefined) | -7 | -3&1 | -5&2 | -10 | 13 | -28&5
CN1CCC(CSC(=O)C(O)(c2ccccc2)c2ccccc2)C1 (centres undefined) | -1 | 5 | -6 | -15 | -36 | 4
Cc1ccc2nc[nH]c(=O)c2c1 | 19 | -13 | -1 | 8 | -71 | 13
COc1cc2c(cc1OC)[C@H](c1cc(Br)c(O)c(OC)c1)[C@H]1C(=O)OCC1C2 (some centres undefined) | -4 | -10 | -4 | -6 | 5 | 4
O=C1C=CC(=O)N1C1CCCCC1 | 100* | 100* | 100* | 99* | 100* | 100*
C#CCN(N=O)C(=O)NC(CCCCNC(=O)OCc1ccccc1)C(=O)OCc1ccccc1 (centres undefined) | 14 | 1 | -9 | -8 | -2 | -25

Four compounds from above, reduced to yeast mlh1 rad18, yeast rad50 and yeast bub3.
canonical_smiles | yeast mlh1 rad18 | yeast rad50 | yeast bub3
CC(C)CC(N)C(=O)NCC(=O)NC(Cc1ccccc1)C(=O)O (centres undefined) | -3&1 | -5&2 | -7
c1ccc2c(-c3nnn4ccccc34)cccc2c1 | 2 | 17 | -14
Oc1cccc(C=Nc2ccc(N3CCOCC3)cc2)c1 | 2 | -10 | -1
[O-][n+]1onc2c(-c3ccccc3)nnc(-c3ccccc3)c21 | 11 | -21 | 6

Complete entries, looked up by structure. Order of screens: yeast bub3 | yeast mlh1 rad18 | yeast rad50 | sgs1 mgt1 | yeast cln2 rad14 | mec2-1
Results for CCOC(=O)c1ccc(OCC)cc1O → -30 | -16 | 2 | 1 | -18 | -8
Results for Fc1cccc(-c2nnc(-c3ccccc3)o2)c1 → 38 | -2 | 34 | 29 | 19 | 23

Next part.
SMILES | yeast bub3 | yeast mlh1 rad18 | yeast rad50 | sgs1 mgt1 | yeast cln2 rad14 | mec2-1
CNCC(O)C(O)C(O)C(O)CO (centres undefined) | 3 | -5 | 18 | 10 | 9 | 6
CCOC(=O)c1ccc(NCCCc2c(C)nc(N)[nH]c2=O)cc1 | 35 | -3 | 5 | -9 | -10 | 10
CC12CCC(C1)C(C)(C)C2OC(=O)c1ccccc1C(=O)O (centres undefined) | 1&14 | 5&9 | 23&12 | -26&20 | -9&5 | -13&29
C/C(=C/CO)CC/C=C(\C)CC/C=C(\C)CCC1OC1(C)C (centres undefined) | 36 | 0 | 6 | 8 | 36 | 8
CN(C)c1ccc(/C=N/O)cc1 | -6&11 | -31&2 | 2&13 | -4&-6 | -32&8 | -20&3
O=C(Nn1c(=O)c(=O)oc2ccccc21)C(F)(F)F | 91* | 97* | 95* | 81* | 94* | 69
O=C(Oc1ccc[nH]c1=O)C1CC1 | 22 | 38 | 18 | 67 | 14 | 7
Cc1cc(NC(=S)SCc2ccc(F)cc2)c([N+](=O)[O-])cc1C | 99* | 99* | 99* | 99* | 99* | 99*
Clc1ccc(N=Cc2ccccc2)cn1 | 7 | 47 | -14 | 37 | -14 | 22
CCCCn1c2ccccc2c2ccc3c(c21)C(=O)C=CC3=O | -22 | -23 | -16 | -24 | -3 | -14
Fc1cccc(NC(=S)SCc2ccc(Cl)c(Cl)c2)c1 | 98* | 99* | 98* | 99* | 99* | 99*
CC(=O)c1cccc(NC(=O)N(C)Cc2ccccc2)c1 | 36 | 4 | 5 | 26 | -10 | 30
Nc1ccc(S(=O)(=O)n2c(=O)oc3cc(Cl)ccc32)cc1 | 14 | 20 | 1 | 9 | -7 | 6
NC(Cc1ccccc1)C(=O)NC(Cc1ccccc1)C(=O)O (centres undefined) | 4&6 | 8&2 | 11&20 | -3&13 | -19&-16 | -19&-1
CCC[C@H]1C(=O)N=C(N)N1C(=O)OCc1ccccc1 | -3 | -7 | 1 | -6 | -28 | 3
C#Cc1cccc(NC(=O)/C=C\C(=O)O)c1 | 11 | 2 | -12 | 0 | 2 | -34
CCN(CC)Cc1ccccc1CC(=O)N1c2ccccc2C(=O)Nc2cccnc21 | -2 | 11 | 20 | 18 | -8 | 3
CC(C)CCCC(C)C1CCC2C3=CC=C4CC(OC(=O)c5cc([N+](=O)[O-])cc([N+](=O)[O-])c5)CCC4(C)C3CCC21C (centres undefined) | -2 | -41 | -35 | -11 | -16 | -8
O=C(CC(=O)Nc1ccccc1)N/N=C/c1cc(N=Nc2ccc(Br)cc2)ccc1O | 0 | 29 | 16 | 53 | 5 | 25
COc1ccc(OC)c(NC(=O)NN(C)C)c1 | -21 | -22 | -31 | -2 | 8 | -39
C[C@@H](c1ccccc1)[C@@H](C(=O)O)c1ccccc1 | -6 | 30 | 8 | 8 | -39 | 5
CCNC(=O)C(C(=O)OCCN(CC)CC)c1ccccc1 (centres undefined) | -15 | 17 | 2 | -3 | -1 | 6
Cc1cc2c(c(C(N)=O)c1C)-c1cccc(F)c1C2=O | 16 | 91* | 77* | 38 | 76* | 7
O=C1C=CC(=O)C1 | 6 | -4 | 16 | 3 | 0 | -8
CCOC(=O)c1cc(/C=C/C(C)=C/C(=O)OC)oc1C | 5 | 1 | 7 | 0 | -13 | 1
O=C(O)c1ccccc1Br | -17 | -3 | 1 | -14 | -7 | 5
